# Bioassay records: PubChem, several laboratories
# RTF Ca sens inh – cardiac RTF calcium desensitization; AID 493244; actives 0.12% (n = 340,000); IANBD-labeled cardiac RTF, Ca2+ fluorescence; inhibition, % at 7.15 µM; P19429+P45379;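 active = inhibition above the mean inhibition of all tested compounds plus 3 SD, cut at about 17% in these data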;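 note: assay run at fixed EC70 calcium of 1.6 mM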
# MOR-DOR ag – agonists of human mu-delta opioid receptor heterodimerization; P35372+P41143; cells, OPRM1-OPRD1 heterodimerization, luminescence; activation, % at 9.3 µM; actives 0.3% (n = 340,000); AID 504326; in the data active = activation above about 18%;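 note: 0% = vehicle-treated cells and 100% = reference agonist; values of inactives mirror those of a sister screen read the other way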
# Keap1-Nrf2 PPI – inhibitors of human Keap1-Nrf2 protein-protein interaction. inhibition, % at 9.4 µM. Q14145. AID 504523. actives 0.15% (n = 340,000). Keap1 Kelch-Nrf2 peptide fluorescence polarization, 1536-well; in the data active = inhibition above about 12%;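 note: human Keap1 Kelch domain with fluorescein labeled Nrf2 9mer peptide probe; 0% = neutral control wells and 100% = peptide positive control; higher means more block of Keap1 binding to Nrf2 peptide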
# Target sequence (Q14145 whole entry, looked up, the tested form may be a part): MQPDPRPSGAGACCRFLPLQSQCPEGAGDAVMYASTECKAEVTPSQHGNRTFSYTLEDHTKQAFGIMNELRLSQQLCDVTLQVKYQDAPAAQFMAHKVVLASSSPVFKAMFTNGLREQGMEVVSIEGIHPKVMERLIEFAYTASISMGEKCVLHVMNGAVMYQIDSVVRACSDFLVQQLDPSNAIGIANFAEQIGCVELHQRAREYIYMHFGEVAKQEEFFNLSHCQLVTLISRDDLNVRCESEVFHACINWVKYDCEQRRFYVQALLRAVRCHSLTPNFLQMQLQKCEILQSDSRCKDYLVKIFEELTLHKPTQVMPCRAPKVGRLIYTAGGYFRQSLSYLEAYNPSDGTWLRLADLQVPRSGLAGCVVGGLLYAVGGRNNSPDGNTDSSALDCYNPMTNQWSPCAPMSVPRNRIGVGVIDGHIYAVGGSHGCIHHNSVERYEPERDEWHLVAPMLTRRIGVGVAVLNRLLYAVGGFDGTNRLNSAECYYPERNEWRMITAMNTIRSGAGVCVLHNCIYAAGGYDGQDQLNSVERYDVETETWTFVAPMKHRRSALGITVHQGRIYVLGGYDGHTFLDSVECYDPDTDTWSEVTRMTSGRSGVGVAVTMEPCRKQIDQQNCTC
# Wnt bcat act – activators of Wnt/beta-catenin signaling; Wnt/beta-catenin reporter cell assay, activator, plate reader; activation, % at 9.35 µM; actives 1.2% (n = 300,000); in the data active = activation above about 30%, passing the limit was not always enough;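 note: 0% = neutral control wells and 100% = positive control wells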
# V-ATPase pHluor – regulators of yeast V-ATPase proton transport; S. cerevisiae, pHLuorin cytosolic pH fluorescence; response, % at 10 µM; actives 0.37% (n = 350,000); AID 504577; in the data active = response mostly above about 7.3%, no sharp cut-off; inactive = mostly below about 5.4%; note: actives read high; inactives centre near 0; some compounds called inactive have numbers as strong as hits; reference of the scale not given here
# MOR-DOR inv ag – mu-delta opioid heterodimer inverse agonism; actives 0.21% (n = 340,000); cell-based MOR-DOR heterodimer luminescence; AID 504357; inhibition, % at 9.3 µM; P35372+P41143; in the data active = inhibition above about 22%, passing the limit was not always enough;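 note: 0% = cells with DMSO and 100% = wells without cells with DMSO; values of inactives mirror those of a sister screen read the other way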
# RTF Ca sens act – cardiac RTF calcium sensitization. P19429+P45379. IANBD-labeled TnC RTF fluorescence at EC20 calcium; 0% EC20 calcium, 100% full calcium. activation, % at 7.2 µM. actives 0.24% (n = 340,000);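 active = activation above the mean over all tested compounds plus 3 SD, cut at about 30% in these data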;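 note: rise in fluorescence read as greater calcium sensitivity of cardiac thin filaments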
# Pemphigus Ab inh – human desmoglein-3 autoantibody binding inhibition; P32926; AID 588358; actives 0.48% (n = 310,000); DSG3-coupled beads, scFv-anti-DSG3-GFP binding, flow cytometry; active compounds read low; binding (percent of control), % at 10 µM;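 active = binding more than 3 SD below its plate's average and above zero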;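 note: hits lower antibody fragment binding to DSG3; some compounds called inactive have numbers as strong as hits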
# C-LANA FP – inhibitors of KSHV LANA C-terminal domain DNA binding; MBP-C-LANA/FAM-LBS DNA binding, fluorescence polarization; inhibition, % at 9 µM; actives 0.078% (n = 340,000); AID 504423;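 active = highest replicate inhibition at or above 60% at 9 µM, even if other replicates fall short; inactive = all replicates below 60% inhibition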;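 note: 0% = neutral control wells and 100% = 4 µM acridine orange control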
# Arr AP2 block – inhibitors of human beta-arrestin and AP2 interaction | FITC-arrestin peptide / GST-AP2 beads, flow cytometry; AP2 beta2 appendage carries R879A mutation | inhibition, % at 10 µM | actives 0.31% (n = 340,000);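 active = inhibition above a set limit, near 3 SD of compounds lacking own fluorescence, cut at about 54% in these data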;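 note: plate controls were DMSO wells for no effect and 5 µM unlabelled arrestin peptide for full effect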
#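 test system = AP2 appendage R879A on GSH beads | buffer or medium = PBS plus Tween 20 (0.05%) and BSA (0.1%) | incubation = 12 min plus 1 h, RT | detection = bead flow cytometry, FITC channel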
# Starred values were filed as active, the others as inactive; · = not tested or not shown.
SMILES,RTF Ca sens inh,MOR-DOR ag,Keap1-Nrf2 PPI,Wnt bcat act,V-ATPase pHluor,MOR-DOR inv ag,RTF Ca sens act,Pemphigus Ab inh,C-LANA FP,Arr AP2 block
O=C(Nc1ccccc1-c1nnn(CC(=O)N2CCOCC2)n1)c1ccc(F)cc1,-3,-0.2,-1,1,-5,2,-5,87,0.7,7
O=C(OC(C(=O)NCc1ccc2c(c1)OCO2)c1ccncc1)c1ccc(Cl)nc1 (centres undefined),-2,-0.7,-1,1,-5,4,0,86,0.2,35
Cc1cnc(NC(=O)CSc2nnc(COc3c(C)cccc3C)o2)s1,-8,-0.3,-5,2,-2,2,4,82*,-1.8,4
O=C(NCCO)/C(=C\c1cccc([N+](=O)[O-])c1)NC(=O)c1ccco1,-15,-0.6,-2,1,1,4,-3,104,1.7,-7
CC(=O)O[C@]1(C(C)=O)CC[C@H]2[C@@H]3C=C(Cl)C4=CC(=O)CC[C@]4(C)[C@H]3CC[C@@]21C,6,1.4,-2,-24,-2,-7,4,112,0.6,10
CC(C)n1cnc2c(N(C)c3ccccc3)nc(N(CCN(C)C)Cc3ccccc3)nc21,-13,4.7,-5,-1,1,-27,-1,112,4.8,6
O=C(Nn1cnc2ccccc2c1=O)c1ccc(F)cc1Cl,1,-3.6,-4,-1,1,20,-4,99,0.1,5
O=C(Nc1ccc(F)cc1)c1cccc(N2C(=O)c3ccccc3C2=O)c1,0,1.6,0,0,-3,-13,1,126,-1.1,-3
Clc1c(-c2ccccc2)nc2ccccn12,-2,0.1,-3,4,-1,0,2,109,45,11
Cc1c(Cl)cccc1NC(=O)N1CCCN(c2nc(-c3ccccc3)ns2)CC1,-11,-1.5,3,-3,3,8,7,99,1.5,3
O=C(NCCc1c[nH]c2ccccc12)/C(=C/c1ccco1)NC(=O)c1ccco1,-1,-4.5,1,1,-3,23,-6,101,1.0,0
COc1ccc(NC(=O)CN2CCN(c3ccccn3)CC2)cc1Cl,-6,-3.3,-1,1,1,15,-4,93,-0.3,7
O=C(CCS(=O)(=O)c1ccccc1)Nc1cccc(-c2nc3ccccc3s2)c1,2,-0.8,-1,·,0,4,-3,102,0.0,-23
Cc1ccc(SCCNC(=O)c2ccc(CN3CCOCC3)cc2)cc1,-9,-1.6,-4,-1,-1,9,10,108,-0.6,-21
Cc1ccc(NC(=O)c2ccc(OC(=O)C(C)Oc3ccc(Cl)cc3C)cc2)cc1 (centres undefined),-3,-2.4,0,11,-2,11,-9,100,-0.9,-1

# The closing 3 records of the part before open the next one:
SMILES,RTF Ca sens inh,MOR-DOR ag,Keap1-Nrf2 PPI,Wnt bcat act,V-ATPase pHluor,MOR-DOR inv ag,RTF Ca sens act,Pemphigus Ab inh,C-LANA FP,Arr AP2 block
O=C(CCS(=O)(=O)c1ccccc1)Nc1cccc(-c2nc3ccccc3s2)c1,2,-0.8,-1,·,0,4,-3,102,0.0,-23
Cc1ccc(SCCNC(=O)c2ccc(CN3CCOCC3)cc2)cc1,-9,-1.6,-4,-1,-1,9,10,108,-0.6,-21
Cc1ccc(NC(=O)c2ccc(OC(=O)C(C)Oc3ccc(Cl)cc3C)cc2)cc1 (centres undefined),-3,-2.4,0,11,-2,11,-9,100,-0.9,-1
CCc1ccc(N(CC(=O)NC(C)(C)CC)C(=O)CCC(=O)Nc2nccs2)cc1,-4,-1.2,-3,-2,4,6,4,119,1.4,10
Cc1ccc(S(=O)(=O)Nc2ccccc2C(=O)Nc2ccc(S(=O)(=O)Nc3nccc(C)n3)cc2)cc1,1,-3.6,2,·,-2,19,-3,·,1.1,6
COc1ccc(S(=O)(=O)Nc2ccccc2C(=O)N2CCOCC2)cc1Cl,1,-2.6,-10,-1,5,13,1,·,-0.3,-1
Cc1c(NC(=O)c2ccc(Cl)c(S(=O)(=O)N3CCOCC3)c2)c(=O)n(-c2ccccc2)n1C,-4,-0.8,0,·,-1,4,-1,108,-0.7,2
O=C(/C=C/c1ccccc1[N+](=O)[O-])OCC(=O)N1CCCC1,-2,-2.5,-1,1,1,10,-2,94,-0.6,1
Cc1cc(NS(=O)(=O)c2ccc(NC(=O)/C=C/c3ccc(Br)cc3)cc2)no1,-5,-1.6,5,-5,4,9,0,113,-0.5,-16
CCn1cc(/C=C(\NC(=O)c2ccc(OC)c(OC)c2)C(=O)N2CCN(C)CC2)c2ccccc21,-4,-2.8,0,-2,-4,15,-6,107,-0.8,-3
CN1C/C(=C/c2cccnc2)C(=O)/C(=C/c2cccnc2)C1,-1,5.8,-6,·,-7,-39,1,97,-0.8,1
COc1ccc(/C=C/C(=O)c2ccc3c(c2)OCCO3)cc1[N+](=O)[O-],2,0.1,-4,·,3,0,-6,104,-2.4,0
CC1=NN(c2ccc(C(=O)O)c(N)c2)C(=O)C1,3,-1.1,2,0,1,6,-3,101,32,13
CCn1c(COc2cccc3ccccc23)nnc1SCC(=O)OC1CCCCC1,-10,2.6,1,0,-3,-15,-6,99,1.6,-6
CCN1C[C@@H]2[C@@H]3C(=O)N(Cc4ccccc4)C(=O)[C@@H]3[C@](Cc3ccccc3)(C1=O)N2C(=O)c1ccc(Cl)c(Cl)c1,1,1.4,-7,-5,0,-8,-3,101,-0.6,-3
CC(C)C1C(C#N)=C(N)SC(N)=C1C#N,-4,-4.6,-1,·,0,22,-1,97,0.4,33
O=C(OCc1c(F)cccc1Cl)c1cccnc1Cl,6,-1.4,4,-1,-1,7,-4,108,2.3,-4
O=C(NNC(=O)c1cccc2ccccc12)c1ccccc1O,3,-2.5,-3,-2,-6,13,-3,·,-0.8,22

# Reprinted at random: 2 records from the list.
SMILES,RTF Ca sens inh,MOR-DOR ag,Keap1-Nrf2 PPI,Wnt bcat act,V-ATPase pHluor,MOR-DOR inv ag,RTF Ca sens act,Pemphigus Ab inh,C-LANA FP,Arr AP2 block
O=C(/C=C/c1ccccc1[N+](=O)[O-])OCC(=O)N1CCCC1,-2,-2.5,-1,1,1,10,-2,94,-0.6,1
CC(C)C1C(C#N)=C(N)SC(N)=C1C#N,-4,-4.6,-1,·,0,22,-1,97,0.4,33

# Next section
SMILES,RTF Ca sens inh,MOR-DOR ag,Keap1-Nrf2 PPI,Wnt bcat act,V-ATPase pHluor,MOR-DOR inv ag,RTF Ca sens act,Pemphigus Ab inh,C-LANA FP,Arr AP2 block
CCOc1ccc(OCCOC(=O)C2CCN(S(=O)(=O)c3ccc(C)c(C)c3)CC2)cc1,-1,-1.8,0,-1,2,9,-13,94,1.4,16
COc1ccccc1NC(=O)NCCCCc1ccccc1,0,-2.6,-2,1,6,14,2,104,-1.3,-8
Cc1ccc(Cl)cc1NC(=O)N[C@@H](C)C(=O)O,-5,-1.9,1,·,2,11,-3,96,-1.1,3
CC(C)CC1C(C#N)=C(N)OC2=C1C(=O)CC(c1ccccc1)C2 (centres undefined),-12,2.8,2,0,-1,-14,0,106,-0.1,-9
COc1ccc(S(=O)(=O)N2CC(C)OC(C)C2)cc1C(=O)N1CCCCC1 (centres undefined),-4,0.0,-2,-1,-1,0,4,101,0.4,-1
CCC1(C(=O)O)NC(c2cccc(OC)c2O)C2C(=O)N(c3ccccc3)C(=O)C21 (centres undefined),1,-2.9,0,-2,1,14,2,105,-1.1,13
O=C(Nc1ccccn1)c1ccc2c(c1)S(=O)(=O)c1ccccc1C2=O,10,5.6,-2,7,1,-31,1,101,2.1,-2
CC(=O)NN1C(=O)/C(=C\c2ccc(O)cc2)SC1=S,-19,-4.4,-44,0,2,22,24,107,-25,-9
COc1cccc(-n2c(SCC(=O)NC(C)(C)C)nnc2-c2ccoc2C)c1,10,-3.1,-8,·,0,18,-2,110,0.4,0
CC1(C)C(C=C(Cl)Cl)C1C(=O)NC(O)C(=O)c1ccccc1 (centres undefined),-9,1.6,2,-1,3,-8,1,115,-0.5,-3
CC(=O)c1cc(CC=C(C)C)c(O)cc1O,2,4.3,0,-1,1,-18,-6,102,-0.5,16
CNC(=O)COC(=O)c1ccccc1Nc1ccccc1,-3,-0.9,-4,2,2,4,5,·,0.0,-30
C[C@@H]1O[C@@H](OCCC(=O)O)[C@H](O)C[C@H]1O,-19,-0.7,1,4,-1,4,4,101,0.9,14
O=S(=O)(c1ccc(Oc2ccccc2)cc1)N1CCOCC1,-8,0.6,0,·,0,-3,0,101,0.2,26
CC(=O)NS(=O)(=O)c1ccc(NC(=S)Nc2ccccc2)cc1,2,-2.5,-10,0,2,12,-2,118,-0.2,2
COc1ccc(CCn2c(-c3ccc(C(C)(C)C)cc3)n[nH]c2=S)cc1OC,0,-0.9,2,-2,0,5,1,107,-1.2,6
Cc1ccc(N(C(C)C(=O)N2CCCC2)S(C)(=O)=O)cc1 (centres undefined),-7,-1.4,1,-1,0,8,4,115,2.1,-4
O=c1[nH]c(/C(Cl)=C/c2cccc(F)c2)nc2cc(C(F)(F)F)ccc12,-5,-2.9,1,6,0,16,1,102,-0.8,43
N=c1c(S(=O)(=O)c2ccc(Cl)cc2)cc2c(=O)n3ccccc3nc2n1CC1CCCO1 (centres undefined),-2,-2.8,-3,·,-4,14,0,105,0.8,13
Cc1cc(NC(=O)COC(=O)C2CC(=O)N(c3cccc(Cl)c3)C2)no1 (centres undefined),-17,-1.1,-4,20,0,6,0,92,-0.8,0
COc1ccc2c(c1)c(CC(=O)Nc1ccc(C)cc1)c(C)n2C(=O)c1ccc(Cl)cc1,-9,-1.1,1,·,-3,6,1,100,-1.5,2
COc1ccc2c(c1)c(/C=N/Nc1ccc(C(=O)O)cc1)c(C)n2C,-3,4.9,-3,4,-5,-25,-2,100,-0.6,-9
CN(CC(=O)Nc1ccc(N2CCOCC2)cc1)C(=O)CSc1ccc(Br)cc1,2,0.1,-3,-2,-6,0,-6,106,·,13
CCc1c(C(=O)N/N=C/c2ccc(OCc3ccc(F)cc3)c(OC)c2)nnn1-c1nonc1N,-9,-0.1,-3,-2,3,1,2,99,-1.9,10
Cc1ccc2occ(C3N[C@H](C(=O)O)CS3)c(=O)c2c1 (some centres undefined),-3,-1.6,2,·,-2,8,2,97,-1.2,-9
CN(C)C=Nc1c(Br)cc(Br)c2nonc12,-56,0.3,-40,0,1,-1,32*,260,-7.9,-2
COc1ccccc1NC(=O)COC(=O)C1CC2CCCC(C1)C2=O (centres undefined),5,-3.2,2,0,-3,17,3,86,-1.5,-14
COc1ccc(OC)c2sc(NC(=O)c3ccc(S(=O)(=O)N4CCOCC4)cc3)nc12,-10,4.6,-3,-1,-58,-27,11,-17*,-1.3,4
Cc1ccc(NC(=O)COc2coc(CN3CCc4ccccc43)cc2=O)cc1Cl,5,4.0,-7,-4,-4,-26,-4,103,1.6,0
CCN1CCN(C(=O)/C=C/c2ccc(C)o2)CC1,-12,-0.6,0,-2,3,4,5,98,0.7,8
CCC(CC)C(=O)NCc1ccc(OC)cc1,3,-1.3,-2,22,-3,6,3,120,-0.1,0
O=C(Nc1cccc([N+](=O)[O-])c1)c1cc2ccccc2cc1O,-9,4.4,-2,-14,-5,-23,7,83,-0.6,5
O=C(Cn1ncc2c(=O)oc3ccccc3c21)NCC1CCCO1 (centres undefined),-4,-1.2,-4,1,-2,7,3,101,-0.7,-4
